# Assay outcomes deposited in PubChem BioAssay by several laboratories.
# EBV LMP1 NFkB: EBV LMP1-driven NF-kappaB luciferase reporter inhibitors, primary screen, cell-based, luminescence, single point. LMP1-induced NF-kappaB luciferase reporter cells. inhibition, % at 12.5 µM. 350,000 tested, 0.69% active; in the data active means inhibition above about 41%;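 further: 0% = neutral control wells and 100% = reference inhibitor control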
# MC4R antagonist: MC4R antagonists of cAMP signaling, primary screen, cell-based, TR-FRET, antagonist arm of biased-ligand search | Melanocortin receptor 4 (Homo sapiens), P32245 | MC4R-expressing cells, MTII-stimulated cAMP, LANCE TR-FRET | inhibition, % at 6.5 µM | 360,000 tested, 0.48% active;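 active means inhibition above its plate's cutoff, the mean of tested wells on that plate plus 3 SD, cut at about 29% in these data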;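 further: 0% = Melanotan II alone and 100% = Melanotan II plus saturating MCL0020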
#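 Material: U2OS-MC4R stable cell line | Reagent: Melanotan II challenge after compound preincubation | Doses: One concentration, 6.5 µM nominal | Incubation: 30-min compound preincubation, 1-h Melanotan II challenge, 1-h detection, room temperature | Signal: TR-FRET cAMP assay | Replicates: One well per compound, no replicates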
# MC4R ag barr: MC4R agonists recruiting beta-arrestin, primary screen, cell-based, luminescence, agonist arm of biased-ligand search | Melanocortin receptor 4 (Homo sapiens), P32245 | U2OS MC4R beta-arrestin complementation; percent of melanotan II response, DMSO zero | activation, % at 8.9 µM | 360,000 tested, 0.98% active | AID 540308, 2011;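 active means activation above a per-plate cutoff, the mean activation of sample wells on that plate plus 3 SD, cut at about 8% in these data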
# NOD2-RIPK2 inh: NOD2-RIPK2 binding disruptors in cells, primary screen, fluorescence, CHO cells, BLA complementation | Receptor-interacting serine/threonine-protein kinase 2 (Homo sapiens), O43353 | CCF4 ratio | inhibition, % at 4.98 µM | 360,000 tested, 0.38% active; in the data active means inhibition above about 21%;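 further: 0% = vehicle only and 100% = reference blocker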
# ABHD5-PLIN5 inh: ABHD5-PLIN5 interaction inhibitors, primary screen, cell lysate, split luciferase complementation, luminescence. Perilipin-5 (Homo sapiens) + 1-acylglycerol-3-phosphate O-acyltransferase ABHD5 (Homo …. Split G. princeps luciferase complementation, 4 h. inhibition, % at 4 µM. 360,000 tested, 0.78% active;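 active means inhibition above the mean inhibition across every tested compound plus 3 SD, cut at about 22% in these data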;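 further: 0% = DMSO only wells and the 100% control is not disclosed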
# TLR9-MyD88 block: inhibitors of TLR9-MyD88 association in cells, primary screen, cell-based, CHO, BLA complementation, fluorescence | Toll-like receptor 9 (Homo sapiens) + Myeloid differentiation primary response protein … | CCF4 FRET ratio | inhibition, % at 4.98 µM | 340,000 tested, 0.21% active | AID 504734, 2011;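 active means inhibition above the mean over all tested compounds plus 3 SD, cut at about 21% in these data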;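 further: 0% = DMSO only wells and 100% = clavulanate BLA inhibitor control wells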
# SRC2 inh: inhibition of GAL4-SRC2 driven luciferase reporter, primary screen, SRC2 inhibitor project, cell-based, luminescence | HEK293 GAL4-SRC2 luciferase reporter | 370,000 tested, 0.17% active | Nuclear receptor coactivator 2 (Homo sapiens), Q15596 | inhibition, % at 9 µM;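 active means inhibition above the mean inhibition of all tested compounds plus 3 SD, set per campaign, cut at about 52% in these data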;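 further: 0% = DMSO treated cells and 100% = cells given Gossypol at 36 µM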
# NCOA3 inh: SRC3 coactivator transcriptional activity inhibitors, primary screen, cell-based, luminescence; Nuclear receptor coactivator 3 (Homo sapiens), Q9Y6Q9; HEK293 GAL4-SRC3 luciferase reporter; inhibition, % at 3.6 µM; 360,000 tested, 0.17% active; AID 588352, 2011;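 active means inhibition above a per-campaign cutoff, the mean of all compounds plus 3 SD, cut at about 60% in these data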;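 further: 0% = DMSO-treated cells and 100% = gossypol-treated cells at 36 µM; higher means less SRC3-driven luciferase light from the GAL4 reporter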
# NR2F2 inh: NR2F2 transcriptional activity inhibitors, primary screen, cell-based, luciferase reporter, HEK293T, luminescence | COUP transcription factor 2 (Homo sapiens), P24468 | HEK293T NGFI-A luciferase reporter | inhibition, % at 8.6 µM | 370,000 tested, 0.7% active | AID 686940, 2013;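 active means inhibition above a per-plate cutoff, mean inhibition of test wells between control levels plus 3 SD, cut at about 38% in these data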;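 further: cells cotransfected with COUP-TFII expression vector driving the NGFI-A reporter; 0% = median of COUP-TF2 test wells and 100% = reporter-only cells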
# NR5A2 inv ag: LRH-1 (NR5A2) inverse agonists, primary screen, cell-based, luminescence, HEK293T, StAR-luciferase reporter; Nuclear receptor subfamily 5 group A member 2 (Homo sapiens), O00482; LRH-1 transfected, 24 h; inhibition, % at 3.6 µM; 360,000 tested, 0.13% active; AID 602396, 2012;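 active means inhibition above the mean inhibition of all tested compounds plus 3 SD, cut at about 73% in these data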;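 further: 0% = DMSO wells and 100% = reporter-only cells lacking LRH-1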
# NCOA1 inh: SRC1 coactivator transcriptional activity inhibitors, primary screen, cell-based, luminescence; Nuclear receptor coactivator 1 (Homo sapiens), Q15788; HEK293 GAL4-SRC1 luciferase reporter; inhibition, % at 3.6 µM; 360,000 tested, 0.12% active; AID 588354, 2011;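 active means inhibition above the campaign mean plus 3 SD, with each screening campaign given its own cutoff, cut at about 60% in these data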;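 further: 0% = DMSO treated cells and 100% = gossypol at 36 µM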
# An asterisk follows results filed as active; · = no result given. The list is partial; the hit share may differ from the screen's.
# Each structure is followed by: NR2F2 inh, NCOA3 inh, SRC2 inh, NR5A2 inv ag, NOD2-RIPK2 inh, TLR9-MyD88 block, ABHD5-PLIN5 inh, EBV LMP1 NFkB, MC4R ag barr, MC4R antagonist, NCOA1 inh
> C#CCOCCOCCOCCNc1nc(N2CCN(C(=O)[C@H](CO)n3cc([C@@H](N)C(C)C)nn3)CC2)nc(N2CCN(C(=O)[C@H](CCC(=O)O)n3cc([C@@H](N)CCCCN)nn3)CC2)n1
  -11, -6, -3, -14, -4, 9, 2, -1, 1.2, 6, -11
> CC(/C=C/c1ccccc1F)=N\NC(=O)c1ccccc1
  -23, -85, -33, -81, -10, -4, 6, -34, -2.2, -1, -100
> CCCCCc1cc(=O)oc2c(C(CCN3CCCC(C)C3)c3cc(OC)c(OC)c(OC)c3)c(OC)cc(OC)c12 (stereo not given)
  ·, -14, ·, -32, 2, 1, 15, 21, 2.0, 13, -6
> O=C(NCc1cccnc1)C(=O)C1C(=O)Nc2ccccc21 (stereo not given)
  4, 23, 24, 3, -3, 2, 14, -7, 2.8, -4, 4
> COc1cccc(NC(=O)NC2CCN(Cc3nnnn3Cc3ccc(F)cc3)CC2)c1
  2, -6, 5, -4, -2, 0, 4, 0, -2.3, 11, 7
> Cc1noc(C)c1COC(=O)c1ccc(S(=O)(=O)NCc2ccco2)cc1
  3, -40, -15, 12, -4, 1, 1, -2, 0.9, 15, -2
> O=c1c2cccnc2nc2n1CCCCC2
  13, 11, -29, 11, 1, 1, 5, -9, -0.5, 12, -13
> Cc1cc(=O)[nH]c(Nc2cccc(C(F)(F)F)c2)n1
  27, 45, 20, 11, 0, 4, -5, 10, 1.0, -1, 37
> COC(=O)[C@H]1C[C@@]2(O)CN(S(=O)(=O)c3ccc(C)cc3)C[C@@]2(OC(=O)NCc2ccccc2F)C[C@H]1C(=O)OC
  17, -12, 22, 2, -7, -7, -1, -17, 1.5, 7, -4
> COc1ccc(C(=O)NC2CCN(CC(=O)Nc3cccc(C)c3)CC2)cc1OC
  -5, 15, -34, -4, 4, 4, -10, 4, -1.1, 4, 9
> CCc1ccc(N(C)S(=O)(=O)c2ccc3[nH]cc(C(=O)NCCN4CCOCC4)c(=O)c3c2)cc1
  9, -9, -11, -13, -48, 3, -3, -4, -2.8, 8, -3
> Cc1cc(C(=O)c2cccs2)c(N)s1
  5, -4, -24, 14, -3, -1, -10, -4, -1.8, 2, -8
> Clc1ccc2c(N3CCCC3)ccnc2c1
  9, 13, -25, 7, 10, 10, 5, -3, -1.0, 0, 9
> COCc1cc(CNC(=O)C2CCC(=O)N(Cc3ccccc3OC)C2)[nH]n1 (stereo not given)
  -18, 28, -21, 3, 2, -8, 24*, 0, 0.1, 6, -10
> O=C(c1[nH]c(C(F)(F)F)nc1-c1ccccc1)N1CCN(c2ccc(C(F)(F)F)cn2)CC1
  -2, 14, 22, -7, -7, ·, 0, ·, ·, ·, 17
> Cc1ccc(-c2nnc(SCC(=O)Nc3ccccc3F)o2)cc1
  64*, 9, 62*, 32, 3, -1, -1, 79*, -0.3, 10, 33
> O=C(NNC(=O)C1CCN(S(=O)(=O)c2ccc(Cl)cc2)CC1)c1ccccc1O
  25, 6, 4, -10, 0, -5, -2, -8, -1.4, 3, 7
> O=C(NC1CCCC1)C(C1CC1)n1c(-c2cc3ccccc3[nH]2)nc2ccccc21 (stereo not given)
  -50, ·, -40, -35, 1, ·, -2, ·, ·, ·, ·
> O=C(CSCc1ccccc1Cl)Nc1c[nH]c(=O)[nH]c1=O
  6, 3, 10, 16, 4, 4, 0, 8, -2.5, 3, -14
> CCOC(=O)CNC(=O)N(CCOC)CC1CCCN(C2Cc3ccccc3C2)C1 (stereo not given)
  11, -8, -20, 3, -3, -4, -2, 0, -1.9, 5, -8
> CCN(CC(=O)Nc1c(F)cccc1F)C(=O)Cc1ccsc1
  -2, 6, 14, 7, -13, -1, 9, 3, 0.4, 4, -1
> Cc1nc2c3cc(F)ccc3n(Cc3ccc(F)cc3)c2s1
  16, 6, -1, 19, 6, 4, -43, -11, 0.2, -26, -55
> CCOC(=O)CCc1c(C)nc(SCc2ccc(C(=O)O)cc2)c(C#N)c1C
  -12, 3, -2, 20, 0, -4, -5, -3, -0.6, 7, 7
> COc1cc(C2c3c(oc4ccccc4c3=O)C(=O)N2Cc2ccncc2)ccc1O (stereo not given)
  -14, -1, -9, -14, 4, 2, -2, 8, -1.2, 3, -2
> CCCC(C)CO (stereo not given)
  -23, 2, -26, -4, 1, -16, 2, 2, 1.0, 11, 8
> COc1ccc(C(Nc2ccc(S(=O)(=O)N3CCOCC3)cc2)C(=O)NCCC(C)C)cc1OC (stereo not given)
  10, 12, 1, 19, -1, 2, 1, 4, 0.0, 6, 6
> CCOC(=O)C(C)Sc1nc(-c2ccccc2)nc2ccccc12 (stereo not given)
  -1, -3, -16, -9, 0, -11, 1, -4, -1.4, 5, 9
> COCn1ccnc1C(O)(c1ccc(OC)cc1)c1ccc(OC)cc1
  -2, 6, 15, -11, -2, 2, 0, -2, -0.6, 2, 9
> O=C(CSc1nnc(CN2CCCC2)n1-c1ccccc1)c1ccc2c(c1)OCO2
  12, 15, -4, -13, -11, 5, -2, -3, -1.9, 12, -24
> O=C(CSc1ncnc2c1nnn2Cc1ccccc1F)NCC1CCCO1 (stereo not given)
  18, 20, 21, 12, -13, -12, 8, 0, -2.1, 16, 5
> COc1cc(C2SC(C)C(=O)N2CCc2ccccc2)cc(OC)c1OC (stereo not given)
  13, -2, -5, -19, -21, -2, -1, 4, -2.6, 6, 17
> O=C(NCc1nnc(SCC(=O)N2CCCc3ccccc32)o1)c1ccccc1F
  8, 23, -3, 13, -23, 2, 9, 3, 1.2, -3, -18
> Cc1cc(F)ccc1NC(=O)CCc1ccc(S(=O)(=O)N2CCOCC2)cc1
  -16, 1, 26, -8, 2, 8, 6, -6, -1.9, 6, 4
> CCOc1ccc(N2CC(NC(=O)c3ccc4ccccc4c3)CC2=O)cc1 (stereo not given)
  -13, -2, 1, 8, 4, -6, -7, -1, 4.3, 5, 14
> CCOc1cc(C=NN2CCCCCC2)ccc1O
  -4, -16, -6, 38, -6, 1, -8, -7, -1.3, -3, -41
> Cc1ccc(S(=O)(=O)NC2OC(=O)C(Cl)=C2Cl)cc1 (stereo not given)
  3, -14, -19, 11, -11, -16, 18, 2, 0.2, 2, -6
> CCOC(=O)C1=C(C)NC(C)=C(C(=O)OCC)C1C(=O)OCC(=O)N(CC)C1CCS(=O)(=O)C1 (stereo not given)
  6, 2, 11, 11, -5, -1, -2, -8, -0.9, 8, -22
> CCCCn1c(SCC(=O)N(CC)C2CCS(=O)(=O)C2)nnc1C(CC)N(C)C (stereo not given)
  -10, -7, -30, -4, -3, -1, -2, 5, -2.5, -4, -17
> CCCn1nc(C(=O)OCC(=O)Nc2cccc(S(N)(=O)=O)c2)c2ccccc2c1=O
  -8, 17, 15, 11, -20, 4, -5, -6, -1.5, 9, -10
> Cn1/c(=N/N=C/c2ccc(N3CCOCC3)cc2)sc2ccccc21
  -21, -28, -20, -4, -3, -3, -7, -29, 5.0, -6, -8
> CCCCn1c(SCC(=O)Nc2ccccc2C(F)(F)F)nc2ccsc2c1=O
  -8, 9, -27, 10, -9, 1, 6, -3, -2.4, 4, -2
> O=C(Cc1ccc(Cl)cc1)NC(=S)Nc1ccccc1N1CCOCC1
  13, 15, 8, -5, 1, -17, -11, 1, -2.1, 2, 7
> COC(=O)c1sccc1-c1ccc(/C=N/OC(=O)c2ccccc2)o1
  -2, -5, -8, 13, -8, 10, 0, 18, -2.0, 5, -18
> CCCCn1nnnc1SCC(=O)Nc1ccc(F)cc1
  -6, 16, -19, 15, -1, 1, -4, -7, -0.1, 1, 8
> COCCCNC1=C(Cl)C(=O)c2ccccc2C1=O
  -14, 4, -23, 1, 0, -4, -7, 1, -2.4, -14, 4
> O=C(CN(C1CCCCC1)S(=O)(=O)c1ccc(F)cc1)NCC1CCCO1 (stereo not given)
  -40, -70, -25, 10, 5, -3, 0, -132, -0.8, -1, -80
> Cc1ccc(Cl)c2sc(NC(=O)C3CC3)nc12
  -44, -13, -21, 16, 2, -3, 8, -21, -0.6, 0, 0
> CC(=O)c1nn(-c2cccc(Br)c2)cc1C(=O)c1ccc2ccccc2c1
  -3, 11, -11, 0, -2, -13, 3, -5, 4.1, 13, -4

# Sorted by value in NR2F2 inh (low to high): 6 from the list above
# Each structure is followed by: NR2F2 inh, NCOA3 inh, SRC2 inh, NR5A2 inv ag, NOD2-RIPK2 inh, TLR9-MyD88 block, ABHD5-PLIN5 inh, EBV LMP1 NFkB, MC4R ag barr, MC4R antagonist, NCOA1 inh
> COCCCNC1=C(Cl)C(=O)c2ccccc2C1=O
  -14, 4, -23, 1, 0, -4, -7, 1, -2.4, -14, 4
> CCOc1cc(C=NN2CCCCCC2)ccc1O
  -4, -16, -6, 38, -6, 1, -8, -7, -1.3, -3, -41
> COC(=O)c1sccc1-c1ccc(/C=N/OC(=O)c2ccccc2)o1
  -2, -5, -8, 13, -8, 10, 0, 18, -2.0, 5, -18
> Cc1ccc(S(=O)(=O)NC2OC(=O)C(Cl)=C2Cl)cc1 (stereo not given)
  3, -14, -19, 11, -11, -16, 18, 2, 0.2, 2, -6
> CCOC(=O)C1=C(C)NC(C)=C(C(=O)OCC)C1C(=O)OCC(=O)N(CC)C1CCS(=O)(=O)C1 (stereo not given)
  6, 2, 11, 11, -5, -1, -2, -8, -0.9, 8, -22
> COc1cc(C2SC(C)C(=O)N2CCc2ccccc2)cc(OC)c1OC (stereo not given)
  13, -2, -5, -19, -21, -2, -1, 4, -2.6, 6, 17
